High-throughput results from PubChem.
proKLK7 act = proKLK7 (human) activation, primary screen; 370,000 compounds, 0.9% hits; purified proKLK7, EDANS-DABCYL substrate fluorescence; 100% is mature enzyme control, 0% vehicle; activation, % at 7 µM; AID 652039; P49862;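 active = activation above the mean of all tested compounds plus 3 SD, computed per campaign excluding outliers beyond control limits, cut at about 13% in these data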
Tn7 DDE FP = disrupts Tn7 cyclic peptide binding to fibrin D-Dimer-E complex. P02675. FP displacement of FITC-Tn7 peptide from fibrin DD(E); 0% = median of compound wells per plate. inhibition, % at 8.3 µM. 370,000 compounds, 0.13% hits. AID 720508;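 active = inhibition above the mean of compounds falling within the control limits plus 3 SD of them, cut at about 14% in these data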;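 also: 0% = plate median of compound wells and 100% = 10 µM Aha-Tn7 peptide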
Target sequence (P02675 whole entry, looked up): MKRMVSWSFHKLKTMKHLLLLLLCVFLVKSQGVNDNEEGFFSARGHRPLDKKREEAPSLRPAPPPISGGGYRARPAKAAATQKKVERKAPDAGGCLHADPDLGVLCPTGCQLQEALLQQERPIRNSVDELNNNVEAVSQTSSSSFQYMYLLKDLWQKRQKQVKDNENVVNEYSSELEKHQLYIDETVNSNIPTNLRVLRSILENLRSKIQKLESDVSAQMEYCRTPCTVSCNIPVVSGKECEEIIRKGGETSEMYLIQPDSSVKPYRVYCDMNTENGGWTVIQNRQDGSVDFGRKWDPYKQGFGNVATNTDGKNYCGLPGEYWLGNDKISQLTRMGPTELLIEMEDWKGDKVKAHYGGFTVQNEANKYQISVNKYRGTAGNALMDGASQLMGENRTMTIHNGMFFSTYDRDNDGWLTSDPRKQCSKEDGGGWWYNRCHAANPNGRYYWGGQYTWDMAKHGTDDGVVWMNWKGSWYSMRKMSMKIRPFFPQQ
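Assay system: Fibrin-DD(E) protein isolated from polymerized human fibrin clots; read-out basis: percent inhibition; medium: Tris/NaCl/CaCl2 buffer, pH 7.8; signal: FP measurement; incubation: 10 min plus 3 h, room temperature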
ARFGAP1 inh = inhibitors of rat ARFGAP1; Q62848; Arfgap1-stimulated ARF1 GTP hydrolysis, GDP FP detection; inhibition, % at 16.5 µM; 360,000 compounds, 0.26% hits;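 active = inhibition above a per-plate limit, mean inhibition of low control wells plus 3 SD, cut at about 25% in these data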;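 also: 0% = DMSO wells with enzyme and 100% = wells lacking Arfgap1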
Target sequence (Q62848 1-136 limits assumed): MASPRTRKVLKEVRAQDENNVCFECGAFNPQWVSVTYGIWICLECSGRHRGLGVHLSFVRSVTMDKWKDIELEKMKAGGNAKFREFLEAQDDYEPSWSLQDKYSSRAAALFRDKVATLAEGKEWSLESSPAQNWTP
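system = rat Arfgap1 catalytic domain, aa 1-136 | technique = FP, GDP Alexa 633 tracer displaced from anti-GDP antibody, 620/688 nm | compound = one concentration, 16.5 µM, DMSO 1.26% | medium = HEPES-based buffer, pH 7.5 | timing = compound-enzyme preincubation 20 min, reaction 120 min, detection 60 min, 25 °C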
PLC-beta3 inh = blocks human PLC-beta3 enzyme activity | Q01970 | Purified PLC-beta3, fluorogenic substrate, fluorescence | inhibition, % at 12.2 µM | 370,000 compounds, 0.18% hits; in the data active = inhibition above about 11%;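 also: 0% = median of compound wells on plate and 100% = full blocker control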
ASAP1 inh = ASAP1 ArfGAP inhibition; Q9ULH1; ASAP1-stimulated ARF1 GTP hydrolysis, GDP FP detection; inhibition, % at 16.5 µM; 360,000 compounds, 0.19% hits; AID 624377; in the data active = inhibition above about 25%;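 also: 0% = vehicle with enzyme and substrate and 100% = no enzyme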
DDE Tn6 FP inh = DD(E)-Tn6 binding inhibition, primary FP screen. inhibition, % at 8.3 µM. Fibrin DD(E) TRITC-Tn6 fluorescence polarization displacement. AID 720509. P02675. 370,000 compounds, 0.21% hits;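 active = inhibition above a per-campaign cutoff: mean of compounds within control limits plus 3 SD, cut at about 15% in these data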;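 also: 0% = median of all compound wells on the plate and 100% = blocking peptide control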
PLC-gamma1 inh = blocks human PLC-gamma1 enzyme activity. purified PLC-gamma1, fluorogenic substrate, fluorescence. inhibition, % at 12.2 µM. 370,000 compounds, 0.84% hits. AID 720700; in the data active = inhibition above about 9.5%
ADAM17 inh = inhibitors of human ADAM17; P78536; 370,000 compounds, 0.83% hits; inhibition, % at 6.95 µM; AID 720648; recombinant ADAM17, EDANS/DABCYL FRET peptide cleavage;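 active = inhibition above the mean of compounds lying between control limits plus 3 SD, set per campaign, cut at about 8.5% in these data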;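 also: 0% = DMSO-only wells as the low control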
MBD2 inh = MBD2-methylated oligo binding inhibition; Q9UBB5; AID 686964; inhibition, % at 4.4 µM; TR-FRET, MBD2 binding to methylated oligonucleotide; 370,000 compounds, 0.31% hits; in the data active = inhibition above about 13%
Target sequence (Q9UBB5 whole entry, looked up): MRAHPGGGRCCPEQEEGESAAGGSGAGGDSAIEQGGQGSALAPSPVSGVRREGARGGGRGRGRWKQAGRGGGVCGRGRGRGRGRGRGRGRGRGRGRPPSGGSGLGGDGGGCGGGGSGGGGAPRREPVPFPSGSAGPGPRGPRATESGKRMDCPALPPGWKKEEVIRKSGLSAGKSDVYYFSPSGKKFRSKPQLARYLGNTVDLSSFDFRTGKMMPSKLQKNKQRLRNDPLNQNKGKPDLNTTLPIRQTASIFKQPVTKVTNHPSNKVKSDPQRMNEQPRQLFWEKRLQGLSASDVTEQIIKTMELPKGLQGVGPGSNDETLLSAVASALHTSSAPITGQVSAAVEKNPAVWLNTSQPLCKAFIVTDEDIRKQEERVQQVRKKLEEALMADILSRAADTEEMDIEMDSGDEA
UHRF1 binding = UHRF1 methyl-DNA binding inhibition | UHRF1 binding to methylated oligo, TR-FRET | inhibition, % at 4.4 µM | 370,000 compounds, 0.75% hits; in the data active = inhibition above about 21%;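 also: UHRF1 SRA domain binding a hemimethylated CpG hairpin DNA probe; 0% = median of test compound wells and 100% = reference inhibitor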
Active calls of the source: *; i = inactive; · = not tested or not shown.

SMILES	proKLK7 act	Tn7 DDE FP	ARFGAP1 inh	PLC-beta3 inh	ASAP1 inh	DDE Tn6 FP inh	PLC-gamma1 inh	ADAM17 inh	MBD2 inh	UHRF1 binding
Cn1c(-c2ccc(=O)[nH]c2)nc2ccccc21	-0.3	-3	1	-4	-3	-8	-4	-1	-5	-5
O=C(NCCN1CCOCC1)NC1(C(F)(F)F)Oc2ccc(Cl)cc2O1 (stereo unspecified)	2.3	0	-10	-3	4	9	-3	-2	7	3
Cc1nn(Cc2ccccc2)c2sc(C(=O)NCc3cccnc3)cc12	0.3	-2	20	-2	1	-2	4	0	3	6
CCC(=O)N1CCCN(S(=O)(=O)c2ccc(C)cc2)C1c1ccc(OC)cc1 (stereo unspecified)	0.2	1	-6	-5	-2	-2	0	-5	-3	1
N=c1n(CC(=O)c2ccc([N+](=O)[O-])cc2)c2ccccc2n1Cc1ccccc1	-0.2	0	1	-11	9	3	-10	-2	1	1
COc1ccc(/C=C/C(O)=C2/C(=O)N(C)C3(C)CC2c2ccccc2O3)cc1 (stereo unspecified)	0.5	-3	0	-16	8	-5	-16	1	-5	-1
NC1=NCc2ccccc21	-0.6	7	6	5	9	-3	2	-1	2	0
CCN(CCCNC(=O)C1CCCN(S(=O)(=O)c2cnc[nH]2)C1)c1ccccc1 (stereo unspecified)	0.7	-3	2	0	10	-10	1	0	-3	-1
O=C1N2CCc3ccccc3C2CS(=O)(=O)N1CCc1ccccc1 (stereo unspecified)	0.5	-1	·	3	·	2	0	-2	-6	-1
COC(=O)CC1C(=O)NCCN1C(=O)Nc1ccc(Cl)c(Cl)c1 (stereo unspecified)	0.1	-3	0	4	4	4	0	1	4	0
O=C1/C(=C\c2ccc(O)c(O)c2)N=C2CCCCCN12	0.6	-8	10	-12	2	7	-3	2	-4	1
COC(=O)C1=C(O)/C(=C/c2ccc(OCC(=O)Nc3ccc(OC)cc3)cc2)N=C1C	-0.6	-2	4	-5	0	1	-2	-2	1	2
CCCc1cc(=O)oc2cc(C)cc(OCC(=O)N[C@@H](CSCc3ccccc3)C(=O)O)c12	7.9	-7	-4	-230	-5	-1	-169	-118	-2	1
COc1ccccc1NC(=S)N(Cc1ccccc1)Cc1cccs1	-0.1	-3	-2	-8	7	5	0	-8	3	0
Cc1ncc(CO)c(/C=N/NC(=O)c2cccc(S(=O)(=O)N3CCCC3)c2)c1O	-8.6	-10	14	i	-10	1	i	-114	-2	-4

Just ADAM17 inh, PLC-gamma1 inh and proKLK7 act (2 entries from above):
smiles | ADAM17 inh | PLC-gamma1 inh | proKLK7 act
O=C1/C(=C\c2ccc(O)c(O)c2)N=C2CCCCCN12 | 2 | -3 | 0.6
COC(=O)C1=C(O)/C(=C/c2ccc(OCC(=O)Nc3ccc(OC)cc3)cc2)N=C1C | -2 | -2 | -0.6

Carrying on.
SMILES	proKLK7 act	Tn7 DDE FP	ARFGAP1 inh	PLC-beta3 inh	ASAP1 inh	DDE Tn6 FP inh	PLC-gamma1 inh	ADAM17 inh	MBD2 inh	UHRF1 binding
COc1cc(SC)ccc1C(=O)OCC(=O)NCCNC(=O)COC(=O)c1ccc(SC)cc1OC	0.3	-3	-4	-22	17	-2	-13	-2	0	1
COCCNC(=O)c1ccc(C)c(NC(=O)C2=C(C)OCCS2)c1	-0.2	-4	7	-4	2	7	1	0	-4	-2
Cc1ccc(C)c(Oc2coc3cc(O)ccc3c2=O)c1	-6.9	-1	0	i	-15	4	i	-366	5	1
COc1ccc(OC)c(NC(=O)CSc2nnc3ccc(-c4ccccn4)nn23)c1	0.1	-3	8	-4	5	-6	-3	1	-1	-3
C=CCNc1ncnc2ccc(Br)cc12	-0.2	-1	5	-1	15	1	2	0	3	0
O=C(Nc1ccc(F)cc1)Nc1ccc2ccccc2n1	0.0	4	3	-1	-4	1	1	-2	-3	-1
CCN1CCN(c2sc(S(=O)(=O)CC)nc2S(=O)(=O)c2ccc(C)cc2)CC1	0.1	-1	7	2	1	0	-5	-1	0	-2
Cc1cc(NC(=O)CCCn2nc([N+](=O)[O-])c(Br)c2C)no1	0.0	3	2	2	-1	4	0	-3	-1	-1
O=S(=O)(NCc1ccc(F)cc1)c1ccccc1Br	-0.8	1	5	1	9	-3	-2	-6	9	8
Cc1cccc(C(=O)Nc2ccc(C(=O)/C=C/c3cccnc3)cc2)c1	0.1	-3	8	5	5	-10	3	3	0	0
CCCC(=O)NC(c1cccc([N+](=O)[O-])c1)c1ccc2cccnc2c1O (stereo unspecified)	-0.1	8	10	2	-5	0	-4	7	2	-7
COC(=O)c1ccc(Cn2nnc3ccccc32)cc1	0.3	-5	3	-5	6	-3	2	0	1	-1
O=C(COC(=O)c1cc[n+]([O-])cc1)Nc1ccc(Cl)cc1Cl	0.8	7	-5	-11	-9	0	-2	0	4	-3
Cc1ccc(NC(=O)CN(C)C(=O)C(c2ccccc2)c2ccccc2)cc1	0.3	2	4	-9	-4	0	2	-4	-6	-2
Cc1ccc(C(=O)CC(=O)c2ccc(C(C)(C)C)cc2)cc1	0.9	-7	5	0	5	1	1	1	-2	5

Single entries from the results shown.
ADAM17 inh result of COCCNC(=O)c1ccc(C)c(NC(=O)C2=C(C)OCCS2)c1 : 0
PLC-gamma1 inh result of Cc1ccc(NC(=O)CN(C)C(=O)C(c2ccccc2)c2ccccc2)cc1 : 2
Tn7 DDE FP result of COc1cc(SC)ccc1C(=O)OCC(=O)NCCNC(=O)COC(=O)c1ccc(SC)cc1OC : -3

The list goes on.
SMILES	proKLK7 act	Tn7 DDE FP	ARFGAP1 inh	PLC-beta3 inh	ASAP1 inh	DDE Tn6 FP inh	PLC-gamma1 inh	ADAM17 inh	MBD2 inh	UHRF1 binding
Cc1cc(C)nc(NC(=O)C(c2ccccc2)c2ccccc2)c1	0.2	-1	0	-3	-1	-3	4	6	7	5
O=C(CC1C(=O)NCCN1Cc1ccccc1)NC1CCCCCC1 (stereo unspecified)	-0.1	-6	-14	-13	-6	-3	-4	-6	0	0
CCOC(=O)c1cnc2c(N=Nc3ccccc3)c(N)nn2c1N	0.2	-3	-3	0	5	-5	-1	-1	-5	1
O=C(Nc1ccccc1C(F)(F)F)N1CCN(c2ccccn2)CC1	-0.2	6	12	-2	-8	-1	5	-4	6	4
CN(C)S(=O)(=O)c1ccc(C(=O)NNC(=O)C2COc3ccccc3O2)cc1 (stereo unspecified)	0.2	4	14	0	-4	1	-2	-1	-2	-1
COCCSc1ccccc1C(=O)Nc1ccc(Br)cc1	0.3	-1	8	-3	-4	10	-1	-5	1	1
CCCn1c(SCC(=O)c2cc(C)n(C3CC3)c2C)n[nH]c1=O	-0.4	-8	6	-5	-8	6	2	-4	-4	26*
CON(c1nc(Cl)nc(N(C)C)n1)S(=O)(=O)c1ccccc1Cl	0.0	3	-5	0	-13	8	-1	-8	0	-4
O=C(CCCC1=NS(=O)(=O)c2ccccc2N1)N1CCN(c2ccccc2)CC1	0.3	2	0	4	-3	0	2	-3	0	1
O=C(NCCc1ccccc1)c1ccccc1F	-0.1	2	-4	2	-7	-4	5	1	2	1
CC(C)c1ccc(Oc2cccc3c2S(=O)(=O)N([C@H](C)c2ccccc2)C[C@@H](COCc2ccccc2)O3)cc1	0.4	4	-3	1	-2	7	0	-2	-2	-1
Cc1ccc(SC/C(O)=C(\C#N)c2nc3ccccc3n2C)cc1	-0.3	1	11	-11	6	0	-8	-12	0	-7
COC(CNC(=O)CN1CCN(Cc2ccccc2F)C1=O)OC	-0.6	-1	14	-6	4	0	-1	-7	1	0
Cc1ccc(NC(=O)c2sc3nc(C)cc(C)c3c2N)cc1	1.0	2	-5	-85	12	-4	-59	-7	-1	0
Nc1c(N2CCN(c3ccccc3)CC2)c2ccccc2oc1=O	0.4	-6	9	3	10	-5	3	3	4	4
COC(=O)c1ccccc1C(=O)c1cccc2ccccc12	0.3	-3	-7	-6	10	-3	7	1	-7	4
O=C1C=C(NCc2ccc(Cl)c(Cl)c2)CC1	0.1	5	10	-12	9	6	-10	-5	4	1
Cc1ccc(F)cc1NC(=O)c1ccc(OCC2CCCO2)cc1 (stereo unspecified)	-0.2	1	1	-9	-6	3	-1	-5	6	-1
OC[C@@H]1CN(Cc2ccncc2)C[C@H](n2cnc3c(N4CCCC4)ncnc32)O1	0.2	-10	-1	1	-4	1	-1	-2	-3	-1
COCCCn1c(C(=O)NCCN2CCOCC2)cc2c(=O)n3cccc(C)c3nc21	15*	0	4	i	4	6	i	-468	-2	-1
COc1ccc(N(CC(=O)Nc2cccnc2)S(C)(=O)=O)cc1	-0.1	-5	-11	0	-10	1	-2	1	2	0
COc1ccc2c(c1)CN1C(=O)N(C3CCCC3)S(=O)(=O)CC21 (stereo unspecified)	-0.1	2	·	1	·	8	-1	1	-1	0
O=C(Cc1nc2ccccc2[nH]1)c1ccc(Br)cc1	-1.7	-2	-3	-66	13	-3	-38	-7	-4	2
CCOC(=O)N1CCC(NC(=O)C2CCN(S(=O)(=O)c3c(C)noc3C)CC2)CC1	-0.7	3	0	2	0	4	-3	-5	4	4
O=C(COC(=O)c1cccc(S(=O)(=O)N2CCN(c3ccccc3)CC2)c1)NCc1ccco1	-0.6	-6	16	1	-1	3	4	2	10	11
Nn1c(-c2cccc(Br)c2)n[nH]c1=S	-0.2	5	-15	-7	-1	1	-4	-2	2	-1
CCCc1cc(=O)[nH]c(Nc2cc(OC)ccc2OC)n1	-0.5	6	-9	-8	-2	3	-8	1	-3	0
COC(=O)[C@]12CCCCC=C1N(Cc1cccc3ccccc13)C(=O)[C@H](CC(=O)N1CCCCC1)C2	0.7	-4	-4	-1	10	-5	1	2	2	13
O=C(CCCOc1cccc(Br)c1)NC1CCC(O)CC1 (stereo unspecified)	-0.9	3	3	-6	5	-6	3	-4	-2	1
Cc1ccc2c(c1)-n1c(nc3cc(Cl)ccc3c1=O)C(CC(C)C)NC2=O (stereo unspecified)	-0.2	1	-3	1	2	2	2	-5	-3	-2
Cc1ccnc2nc(C(=O)N3CCN(S(=O)(=O)c4ccccc4)CC3)nn12	-0.2	5	-7	-4	-18	3	0	-6	1	10
OC(COc1ccc(CN2CCSCC2)cc1)CN1CCCCC1 (stereo unspecified)	-0.5	-3	-6	-4	9	-3	4	1	-5	2
CN(c1ccc(C(=O)NC2CCCC2)cc1)S(=O)(=O)c1ccccc1	0.2	5	-4	-1	3	-1	0	2	-1	-2
COc1ccc(S(=O)(=O)N(CC(=O)NCC2CCCO2)C2CCCCC2)cc1OC (stereo unspecified)	0.3	8	1	-10	-7	-8	2	-6	7	4
CCOc1ccc(C(OC(=O)c2ccco2)C(=O)NCc2ccc(C)cc2)cc1 (stereo unspecified)	0.0	1	1	1	-5	-3	2	0	5	1
CC(=O)Nc1cc2c(cc1C(=O)c1ccccc1)OCCO2	0.6	0	-4	1	14	0	4	-2	11	21
COC(=O)CC(=O)Cc1nc(N)nc(Nc2ccc(C)c(C)c2)n1	-0.6	-1	-6	-5	-3	-2	-2	2	0	-3
Cc1c(O)c(=O)ccn1Cc1ccccc1	0.1	5	15	3	12	5	0	-2	1	8

UHRF1 binding: entries above that show a hit
SMILES	proKLK7 act	Tn7 DDE FP	ARFGAP1 inh	PLC-beta3 inh	ASAP1 inh	DDE Tn6 FP inh	PLC-gamma1 inh	ADAM17 inh	MBD2 inh	UHRF1 binding
CCCn1c(SCC(=O)c2cc(C)n(C3CC3)c2C)n[nH]c1=O	-0.4	-8	6	-5	-8	6	2	-4	-4	26*

The order is random; overall some 4.1% were active at least once.
